Dynein transport = inhibitors of GR-EGFP nuclear translocation, primary screen, dynein cargo transport inhibitor project, imaging, high-content, 3617.4 mouse cells. z-score, hits read low. AID 1381, 2008. test concentration mostly 20 µM; stimulated with dexamethasone, 1 µM; active compounds read low. 0.47% of 220,000 active;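 active = plate z-score of nuclear minus cytoplasmic receptor signal below a set negative limit, without overly bright fluorescence or cell loss, cut at about -3.5 in these data, passing the limit was not always enough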;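 note: z-score of nuclear minus cytoplasmic ring GR-EGFP intensity difference per well; some compounds called inactive have numbers as strong as hits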
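Medium: Induction medium lacking tetracycline, stripped serum | Probe or stimulus: 1.0 µM final dexamethasone stimulus | Schedule: 48 h induction, then 1 h compound, then 30 min agonist, 37 °C | Signal: Automated 10x imaging of fixed Hoechst-stained cells | Evaluation: Per-cell GR-EGFP intensity, nucleus versus surrounding cytoplasmic ring, well-averaged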
LYP phosphatase = inhibitors of LYP phosphatase, biochemical, fluorescence intensity, uHTS (AID 1779); Tyrosine-protein phosphatase non-receptor type 22 (Homo sapiens); recombinant LYP phosphatase, fluorescence intensity; higher % means a stronger effect; inhibition, % at 11.5 µM, or IC50 in µM where a hit was titrated; 0.054% of 290,000 active;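 note: plate controls were vehicle with enzyme for no effect and no enzyme for full effect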
AID2073 = inhibitors of Mint1-CaV2.2 protein interaction, biochemical, HTRF (AID 2073). Voltage-dependent N-type calcium channel subunit alpha-1B (Homo sapiens). HTRF protein-protein interaction, Mint1-CaV2.2; higher % means a stronger effect. one-dose inhibition, % at 20 µM; IC50 in µM for titrated hits. 0.19% of 290,000 active; in the data active = inhibition mostly above about 51%, no sharp cut-off; note: some results filed as inactive read as strong as hits
PMI inhibitors = inhibitors of human PMI, primary screen, biochemical, fluorescence intensity, coupled assay (AID 1209); Mannose-6-phosphate isomerase (Homo sapiens); 0.42% of 190,000 active; purified PMI enzyme, coupled fluorescence intensity; higher % means a stronger effect; one-dose inhibition, % at 20 µM; IC50 in µM for titrated hits;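 note: plate controls were DMSO vehicle for no effect and wells lacking substrate for full effect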
XIAP displacement = XIAP antagonists, biochemical, IAP family, fluorescence polarization (AID 1018). E3 ubiquitin-protein ligase XIAP (Homo sapiens). XIAP BIR domain, fluorescence polarization peptide displacement; higher % means a stronger effect. displacement, % at 20 µM, or IC50 in µM where a hit was titrated. 0.007% of 200,000 active; in the data active = displacement above about 50%; note: a part of the inactive calls stands beside numbers as strong as those of hits
P. falciparum M17LAP = P. falciparum M17LAP inhibitors, primary screen, biochemical, fluorogenic H-Leu-NHMec substrate, 1536-well (AID 1619); recombinant M17LAP, H-Leu-NHMec fluorogenic kinetic assay; higher % means a stronger effect; inhibition, % at 30 µM; hits with a dose series show IC50 in µM; Leucine aminopeptidase (Plasmodium falciparum (isolate 3D7)); 0.38% of 220,000 active;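 active = compound inhibiting the enzyme by more than half at any dose during confirmatory dose-response retesting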;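 note: plate controls were full reaction with DMSO carrier for no effect and no enzyme background for full effect; strong numbers were not always called active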
PMI inhibition = human PMI inhibitors, high substrate, primary screen, biochemical, fluorescence intensity, high mannose 6-phosphate (AID 1220) | recombinant PMI enzyme, coupled fluorescence intensity; higher % means a stronger effect | 0.66% of 190,000 active | inhibition, % at 20 µM, or IC50 in µM where a hit was titrated
Siah-1 displacement = Siah-1 peptide-binding antagonists, primary screen, biochemical, fluorescence polarization, rhodamine-plectin, uHTS (AID 1817). E3 ubiquitin-protein ligase SIAH1 (Homo sapiens). Siah-1 / rhodamine-plectin peptide fluorescence polarization; higher % means a stronger effect. one-dose displacement, % at 20 µM; IC50 in µM for titrated hits. 0.02% of 290,000 active;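 active = displacement of at least 50% at 20 µM, with a fluorescence ratio check between 0.3 and a set limit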;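 note: plate controls were Siah plus tracer with DMSO for no effect and tracer alone without Siah for full effect; strong numbers were not always called active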
M1AAP inhibition = P. falciparum M1AAP inhibitors, biochemical, fluorogenic H-Leu-NHMec substrate, 1536-well (AID 1445); inhibition, % at 30 µM, or IC50 in µM where a hit was titrated; 0.42% of 220,000 active; recombinant M1AAP, H-Leu-NHMec fluorogenic kinetic assay; higher % means a stronger effect; Aminopeptidase N (Plasmodium falciparum (isolate 3D7));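 active = primary inhibition above the hit cutoff, then over 50% inhibition at one or more dose response concentrations, cut at about 23% in these data, passing the limit was not always enough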;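 note: plate controls were DMSO full reaction for no effect and no enzyme background for full effect; strong numbers were not always called active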
Dynein transport cytoplasmic EGFP = second read-out of Dynein transport, no call of its own (marks repeat the call); z-score; measured here: cytoplasmic GR-EGFP intensity; active compounds read high
Dynein transport nuclear GR-EGFP = recorded beside Dynein transport, whose call it bears; z-score; measured here: nuclear GR-EGFP intensity;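 lower value marks the stronger effect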
Dynein transport cell count = recorded beside Dynein transport, whose call it bears; z-score; measured here: cell count per field
* = called active by the depositor. Cut-off read from the data, not from the text of the source, unless noted: active = inhibition above about 50%; inactive = the rest.

Screening CCN1C(=O)/C(=C/C=C2\C=CN(CC)c3ccccc32)SC1=S returned Dynein transport -1.3, LYP phosphatase -8%, AID2073 12%, PMI inhibitors 38%, XIAP displacement -11%, P. falciparum M17LAP 6%, PMI inhibition 64%*, Siah-1 displacement 12%, M1AAP inhibition 4%, Dynein transport cytoplasmic EGFP -0.15, Dynein transport nuclear GR-EGFP -0.41 and Dynein transport cell count 0.54.
CC(C)(C)Cn1c(=O)[nH]c(=O)c2cc([N+](=O)[O-])cnc21 was read as Dynein transport -0.49, LYP phosphatase 1%, AID2073 15%, PMI inhibitors -1%, XIAP displacement -3.2%, P. falciparum M17LAP 13%, PMI inhibition -4%, Siah-1 displacement 5%, M1AAP inhibition 3%, Dynein transport cytoplasmic EGFP -0.29, Dynein transport nuclear GR-EGFP -0.54 and Dynein transport cell count 0.83.
For O=C1CC(SC(=Nc2ccccc2)Nc2ccccc2)C(=O)N1c1ccc(Cl)cc1 (stereo unspecified) the results were Dynein transport -0.49, LYP phosphatase -2%, AID2073 -6%, PMI inhibitors 12%, XIAP displacement -6.2%, P. falciparum M17LAP -11%, PMI inhibition 3%, Siah-1 displacement 0%, M1AAP inhibition -7%, Dynein transport cytoplasmic EGFP -0.13, Dynein transport nuclear GR-EGFP -0.28 and Dynein transport cell count 1.3.
CC(C)OC(=O)c1cc2c(ccn2-c2ccc(F)cc2)n1CC(=O)N1CCN(C(=O)c2ccco2)CC1 was read as Dynein transport -0.98, LYP phosphatase 4%, AID2073 40%, P. falciparum M17LAP -3%, Siah-1 displacement -1%, M1AAP inhibition -8%, Dynein transport cytoplasmic EGFP -0.3, Dynein transport nuclear GR-EGFP -0.099 and Dynein transport cell count 2.6.
O=C(Nc1ccc(N2CCOCC2)cc1)c1cc2ccccc2o1 was read as Dynein transport 2.7, LYP phosphatase -3%, AID2073 -2%, PMI inhibitors 18%, XIAP displacement -5.5%, P. falciparum M17LAP 3%, PMI inhibition 9%, Siah-1 displacement -2%, M1AAP inhibition 3%, Dynein transport cytoplasmic EGFP -0.046, Dynein transport nuclear GR-EGFP 2 and Dynein transport cell count -1.4.
Screening O=C(COC(=O)c1nc(-c2ccccc2)n(-c2cccc(C(F)(F)F)c2)n1)NCc1cccs1 returned Dynein transport -0.093, LYP phosphatase -3%, AID2073 6%, PMI inhibitors 12%, XIAP displacement -3.4%, P. falciparum M17LAP 6%, PMI inhibition 4%, Siah-1 displacement 7%, M1AAP inhibition 1%, Dynein transport cytoplasmic EGFP -0.24, Dynein transport nuclear GR-EGFP 0.14 and Dynein transport cell count -0.1.
Screening COC(=O)c1ccc(N2C(=O)CC(NCc3ccccc3)C2=O)cc1 (stereo unspecified) returned Dynein transport -0.52, LYP phosphatase -7%, AID2073 -5%, PMI inhibitors 5%, XIAP displacement -4.0%, P. falciparum M17LAP 6%, PMI inhibition 5%, Siah-1 displacement 2%, M1AAP inhibition 3%, Dynein transport cytoplasmic EGFP -0.25, Dynein transport nuclear GR-EGFP -0.3 and Dynein transport cell count -0.46.
For Cc1cc(=O)[nH]c(N2CCOCC2)n1 the results were Dynein transport -0.92, LYP phosphatase -6%, AID2073 1%, PMI inhibitors 6%, XIAP displacement -6.2%, P. falciparum M17LAP -9%, PMI inhibition 10%, Siah-1 displacement 8%, M1AAP inhibition 0%, Dynein transport cytoplasmic EGFP -0.25, Dynein transport nuclear GR-EGFP -0.38 and Dynein transport cell count 1.5.
Screening CS(=O)(=O)N(CC(=O)NCCSc1ccccc1)c1ccc2c(c1)OCO2 returned Dynein transport 0.25, LYP phosphatase 0%, AID2073 1%, PMI inhibitors 17%, XIAP displacement -2.4%, P. falciparum M17LAP 6%, PMI inhibition 18%, Siah-1 displacement 3%, M1AAP inhibition 4%, Dynein transport cytoplasmic EGFP -0.23, Dynein transport nuclear GR-EGFP 0.37 and Dynein transport cell count 0.22.
O=C(NC12CC3CC(CC(C3)C1)C2)N(Cc1ccccc1)Cc1ccncc1 was read as Dynein transport -0.97, LYP phosphatase -8%, AID2073 -2%, PMI inhibitors -6%, XIAP displacement -9.3%, P. falciparum M17LAP 2%, PMI inhibition -2%, Siah-1 displacement -6%, M1AAP inhibition 7%, Dynein transport cytoplasmic EGFP -0.26, Dynein transport nuclear GR-EGFP -0.39 and Dynein transport cell count 0.95.

3 entries already listed, sorted by molecular weight, rising.
O=C(Nc1ccc(N2CCOCC2)cc1)c1cc2ccccc2o1 was read as Dynein transport 2.7, LYP phosphatase -3%, AID2073 -2%, PMI inhibitors 18%, XIAP displacement -5.5%, P. falciparum M17LAP 3%, PMI inhibition 9%, Siah-1 displacement -2%, M1AAP inhibition 3%, Dynein transport cytoplasmic EGFP -0.046, Dynein transport nuclear GR-EGFP 2 and Dynein transport cell count -1.4.
For O=C1CC(SC(=Nc2ccccc2)Nc2ccccc2)C(=O)N1c1ccc(Cl)cc1 (stereo unspecified) the results were Dynein transport -0.49, LYP phosphatase -2%, AID2073 -6%, PMI inhibitors 12%, XIAP displacement -6.2%, P. falciparum M17LAP -11%, PMI inhibition 3%, Siah-1 displacement 0%, M1AAP inhibition -7%, Dynein transport cytoplasmic EGFP -0.13, Dynein transport nuclear GR-EGFP -0.28 and Dynein transport cell count 1.3.
CC(C)OC(=O)c1cc2c(ccn2-c2ccc(F)cc2)n1CC(=O)N1CCN(C(=O)c2ccco2)CC1 was read as Dynein transport -0.98, LYP phosphatase 4%, AID2073 40%, P. falciparum M17LAP -3%, Siah-1 displacement -1%, M1AAP inhibition -8%, Dynein transport cytoplasmic EGFP -0.3, Dynein transport nuclear GR-EGFP -0.099 and Dynein transport cell count 2.6.

Continued:
Screening CCOC(=O)/C(C#N)=C/c1cn(CCC(=O)O)nc1-c1ccc(Cl)cc1 returned Dynein transport 0.16, LYP phosphatase 0%, AID2073 7%, PMI inhibitors 8%, XIAP displacement -0.9%, P. falciparum M17LAP 22%, PMI inhibition 11%, Siah-1 displacement 0%, M1AAP inhibition 13%, Dynein transport cytoplasmic EGFP -0.13, Dynein transport nuclear GR-EGFP -0.073 and Dynein transport cell count 1.6.
Screening Cc1cc2c(cc1C)CSC(c1ccc3ccccc3c1O)SC2 returned Dynein transport 1.2, LYP phosphatase 3%, AID2073 -4%, PMI inhibitors 20%, XIAP displacement -1.7%, P. falciparum M17LAP 1%, PMI inhibition 10%, Siah-1 displacement -4%, M1AAP inhibition 10%, Dynein transport cytoplasmic EGFP 0.43, Dynein transport nuclear GR-EGFP 0.67 and Dynein transport cell count -0.46.
Screening CCOC(=O)C1CCN(S(=O)(=O)c2ccc(OC)c(Cl)c2)CC1 returned Dynein transport 0.63, LYP phosphatase 0%, AID2073 -3%, PMI inhibitors 5%, XIAP displacement -2.0%, P. falciparum M17LAP 2%, PMI inhibition -1%, Siah-1 displacement -2%, M1AAP inhibition 3%, Dynein transport cytoplasmic EGFP -0.075, Dynein transport nuclear GR-EGFP 0.22 and Dynein transport cell count 0.14.
Screening O=C(Nn1cnnc1)C(Sc1ccccc1)c1ccccc1 (stereo unspecified) returned Dynein transport 0.22, LYP phosphatase -9%, AID2073 3%, PMI inhibitors 0%, XIAP displacement -3.1%, P. falciparum M17LAP 10%, PMI inhibition -2%, Siah-1 displacement -6%, M1AAP inhibition 12%, Dynein transport cytoplasmic EGFP -0.35, Dynein transport nuclear GR-EGFP 0.12 and Dynein transport cell count -0.8.
Screening CN(C1CCS(=O)(=O)C1)S(=O)(=O)c1ccc(C2CCCCC2)cc1 (stereo unspecified) returned Dynein transport -1.2, LYP phosphatase 0%, AID2073 -8%, PMI inhibitors 13%, XIAP displacement -8.3%, P. falciparum M17LAP -6%, PMI inhibition 22%, Siah-1 displacement 0%, M1AAP inhibition 7%, Dynein transport cytoplasmic EGFP -0.11, Dynein transport nuclear GR-EGFP -0.51 and Dynein transport cell count -0.73.
`COc1ccccc1C(=O)C1CCCN(C(=O)CCC(=O)c2ccccc2)C1` (stereo unspecified) gave Dynein transport 0.0026, LYP phosphatase -7%, AID2073 7%, PMI inhibitors 6%, XIAP displacement -3.5%, P. falciparum M17LAP 2%, PMI inhibition 5%, Siah-1 displacement 0%, M1AAP inhibition 1%, Dynein transport cytoplasmic EGFP -0.016, Dynein transport nuclear GR-EGFP 0.26 and Dynein transport cell count -0.67.
Screening CN(C)/C=C/C(=O)c1ccc(F)cc1 returned Dynein transport -0.33, LYP phosphatase -1%, AID2073 -10%, PMI inhibitors -4%, XIAP displacement -4.1%, P. falciparum M17LAP 16%, PMI inhibition -3%, Siah-1 displacement -1%, M1AAP inhibition 11%, Dynein transport cytoplasmic EGFP 0.12, Dynein transport nuclear GR-EGFP -0.42 and Dynein transport cell count 0.004.
`CCOc1ccc(N(CC(=O)NCc2ccccc2OC)S(C)(=O)=O)cc1` gave Dynein transport -0.62, LYP phosphatase -12%, AID2073 0%, PMI inhibitors -4%, XIAP displacement 0.8%, P. falciparum M17LAP -2%, PMI inhibition -3%, Siah-1 displacement -2%, M1AAP inhibition 3%, Dynein transport cytoplasmic EGFP -0.22, Dynein transport nuclear GR-EGFP -0.4 and Dynein transport cell count 0.44.
For CCCc1n[nH]c2c1/C(=N/O)CC(c1ccccc1)C2 (stereo unspecified) the results were Dynein transport -0.62, LYP phosphatase 1%, AID2073 1%, PMI inhibitors 9%, XIAP displacement -4.5%, P. falciparum M17LAP 3%, PMI inhibition 12%, Siah-1 displacement 4%, M1AAP inhibition 7%, Dynein transport cytoplasmic EGFP -0.24, Dynein transport nuclear GR-EGFP -0.44 and Dynein transport cell count 0.13.

Compound activity as filed in PubChem.
